Rv3671c inh: inhibits the M. tuberculosis serine protease Rv3671c | P9WHR9 | inhibition, % at 5.96 µM | actives 0.048% (n = 320,000); in the data active = inhibition above about 38%;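 also: extracellular domain of Rv3671c used as enzyme; 0% = enzyme with DMSO and 100% = no enzyme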
BioA inh: BioA (M. tuberculosis) enzyme inhibition. purified M. tuberculosis BioA enzyme, plate reader. inhibition, % at 9.99 µM. actives 0.096% (n = 360,000); in the data active = inhibition above about 40%; inconclusive = no clear call, values can overlap the other calls
MazF activator: increases E. coli MazEF RNase cleavage of RNA; AID 504720; actives 0.32% (n = 350,000); P0AE70; FAM/BHQ RNA-DNA oligo cleavage fluorescence, 5 h; activation, % at 20 µM; in the data active = activation above about 50%
Target sequence (P0AE70 whole entry, looked up): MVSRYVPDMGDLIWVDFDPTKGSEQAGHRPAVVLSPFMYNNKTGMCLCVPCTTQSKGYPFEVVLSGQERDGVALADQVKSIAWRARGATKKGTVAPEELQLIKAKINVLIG
VHR inh abs: inhibitors of human VHR1 phosphatase (DUSP3); P51452; recombinant VHR phosphatase, pNPP absorbance; inhibition, % at 13.3 µM; actives 0.52% (n = 290,000); in the data active = inhibition above about 50%; also: some compounds called inactive have numbers as strong as hits
Target sequence (P51452 whole entry, looked up): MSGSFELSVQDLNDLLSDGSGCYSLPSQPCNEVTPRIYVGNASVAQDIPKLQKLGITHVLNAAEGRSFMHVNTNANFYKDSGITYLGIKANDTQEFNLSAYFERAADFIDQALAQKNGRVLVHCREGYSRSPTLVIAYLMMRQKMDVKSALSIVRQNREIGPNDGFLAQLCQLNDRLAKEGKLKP
BoNT-F LC inh: blocks Botulinum neurotoxin F light chain protease. Multiplex microsphere protease cleavage assay, flow cytometry. inhibition, % at 10 µM. actives 0.22% (n = 360,000); in the data active = inhibition above about 35%, passing the limit was not always enough; inconclusive = no clear call, values can overlap the other calls; also: plate controls were buffer without enzyme for full effect and enzyme alone for no effect
Mtb FBA inh: inhibits M. tuberculosis FBA enzyme; purified M. tuberculosis FBA, fluorescence read-out; inhibition, % at 1 µM; actives 2.3% (n = 360,000); in the data active = inhibition above about 27%;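 also: 0% = vehicle and 100% = reference inhibitor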
Target sequence (P9WQA3 whole entry, looked up): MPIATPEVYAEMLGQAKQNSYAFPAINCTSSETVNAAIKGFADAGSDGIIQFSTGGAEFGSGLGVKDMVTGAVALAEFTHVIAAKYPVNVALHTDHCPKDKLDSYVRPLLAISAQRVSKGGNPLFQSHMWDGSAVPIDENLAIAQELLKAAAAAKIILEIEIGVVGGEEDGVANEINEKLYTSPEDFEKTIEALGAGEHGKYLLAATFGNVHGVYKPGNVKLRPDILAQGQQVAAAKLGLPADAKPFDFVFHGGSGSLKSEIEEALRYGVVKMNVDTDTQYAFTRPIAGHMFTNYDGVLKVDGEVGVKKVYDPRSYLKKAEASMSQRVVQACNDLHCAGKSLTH
CCHF vOTU inh: blocks the CCHF virus ovarian tumor domain protease; actives 0.55% (n = 370,000); AID 651958; CCHFV vOTU protease, Pep-AMC fluorescence; inhibition, % at 11.5 µM; also: 0% = vehicle wells with enzyme and 100% = no enzyme wells
GDH-TPI inh: GDH-TPI coupled enzyme inhibition counter-screen | GDH-TPI coupled enzyme counterscreen, NADH absorbance | inhibition, % at 4.8 µM | actives 1.2% (n = 360,000);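 also: 0% = DMSO wells and 100% = wells lacking the enzyme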
UGM FP inh: blocks M. tuberculosis UGM enzyme; purified UGM, fluorescence polarization probe displacement; inhibition, % at 10 µM; actives 0.06% (n = 320,000); in the data active = inhibition above about 10%, passing the limit was not always enough; inconclusive = no clear call, values can overlap the other calls
Target sequence (P9WIQ1 whole entry, looked up): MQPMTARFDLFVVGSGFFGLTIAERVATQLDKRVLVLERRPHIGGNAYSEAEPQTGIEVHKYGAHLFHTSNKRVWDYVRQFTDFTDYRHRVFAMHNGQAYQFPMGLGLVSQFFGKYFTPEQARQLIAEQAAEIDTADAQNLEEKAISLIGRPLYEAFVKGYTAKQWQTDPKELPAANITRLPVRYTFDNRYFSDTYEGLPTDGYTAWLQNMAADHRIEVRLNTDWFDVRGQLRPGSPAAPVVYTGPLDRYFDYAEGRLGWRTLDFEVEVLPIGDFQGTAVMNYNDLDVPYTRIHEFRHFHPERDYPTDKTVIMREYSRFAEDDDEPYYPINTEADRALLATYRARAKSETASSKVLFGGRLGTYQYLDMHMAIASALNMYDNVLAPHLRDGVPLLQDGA
FadD28 binding: M. tuberculosis FadD28 bisubstrate binding inhibition. FadD28 bisubstrate probe binding, fluorescence polarization. inhibition, % at 12.5 µM. actives 0.22% (n = 360,000); in the data active = inhibition above about 8.5%, passing the limit was not always enough; inconclusive = no clear call, values can overlap the other calls
* marks the source's active call; other numbers are inactive results; u = inconclusive; x = no result given; & = joins results of further samples. Rule as the data show it, unless noted: active = inhibition above about 30%; inactive = the rest. Rows were taken by chance, and some 4.9% of all compounds hit somewhere here.

SMILES | Rv3671c inh | BioA inh | MazF activator | VHR inh abs | BoNT-F LC inh | Mtb FBA inh | CCHF vOTU inh | GDH-TPI inh | UGM FP inh | FadD28 binding
Nc1nonc1C(=O)OCC(=O)c1ccc(Cl)cc1 | -1 | x | 3 | -5 | -7 | 2 | 1 | 5 | x | 0.6
CC(=O)Nc1ccc(Nc2nnc(-c3ccc(O)cc3)c3ccccc23)cc1 | -6 | 3.0 | 11 | x | -13 | 3 | -7 | 21 | -0.9 | -0.9
COc1ccc(CNC(=O)CSc2nc3ccc(OC)cc3[nH]2)cc1 | 3 | 0.7 | 7 | 4 | -1 | 0 | -6 | -3 | 4.3 | -1.3
COc1ccc(N2C(=O)/C(=C/c3cccs3)NC2=S)cc1 | -5 | -1.4 | -8 | -2 | -6 | -9 | -4 | 6 | 0.5 | -2.3
COc1cccc(C(=O)Nc2nc(C)cs2)c1 | 1 | -0.9 | 3 | 19 | 3 | 4 | 5 | 11 | -2.1 | -0.6
COCCNc1oc(/C=C/c2ccc(F)cc2)nc1S(=O)(=O)c1ccccc1 | 6 | 0.3 | -7 | -2 | -7 | 19 | 2 | 17 | 1.5 | -0.4
CC1(C)C2([N+](=O)[O-])CN3CC1([N+](=O)[O-])CN(C2)C31CCCC1 | -4 | x | 2 | 41 | -7 | -1 | 3 | 10 | -3.7 | 0.5
O=c1[nH]c2ccc(S(=O)(=O)Nc3ccc(-c4nnc5n4CCCCC5)cc3)cc2o1 | 2 | -2.2 | -7 | 21 | -12 | 4 | -2 | -3 | -0.2 | -0.4
O=C(NC(=S)Nc1ccc(CN2CCOCC2)cc1)c1ccc(-c2cccc(Cl)c2)o1 | -25 | x | 12 | 25 | 4 | 0 | -7 | 12 | -0.6 | -2.2
O=C(Cc1ccccc1)NC1CCN(C(=O)NCc2ccccc2)CC1 | 7 | 1.4 | -3 | 23 | -4 | 0 | 6 | -4 | 1.7 | -2.8
CCOC(=O)c1c(-c2cccc(C)c2)csc1NC(=O)c1c(-c2ccccc2)noc1C | 2 | -1.0 | -2 | 10 | -3 | -1 | 14 | 6 | 0.5 | -0.7
COc1ccccc1NC(=O)Nc1nc(CC(=O)NCc2c(F)cccc2F)cs1 | -3 | -0.2 | 4 | x | 5 | -1 | -2 | -9 | 0.7 | -3.8
COc1ccc(CNc2ccc(S(=O)(=O)N3CCN(C)CC3)cn2)cc1OC | 11 | 0.5 | 5 | x | u | 0 | 13 | 3 | -0.1 | -3.2
O=C(NC1CCCC1)C(c1ccccn1)N(Cc1ccc(F)cc1)C(=O)c1csnn1 (stereo not given) | 4 | 0.0 | 7 | 1 | -15 | -8 | -3 | -5 | -0.3 | -3.2
O=C(Nc1ccc(-c2cnco2)cc1)c1ccc(F)cc1F | 4 | x | -5 | 27 | u | 0 | -7 | 9 | -0.7 | -2.9
CC1=NN(Cc2ccccc2)C(=O)/C1=C/c1ccc(N(C)C)cc1 | -4 | -0.3 | -67 | 22 | -13 | -22 | 4 | 3 | -2.7 | -1.3
O=C(Nc1ccc2c(c1)ncn2-c1ccccc1)c1ccco1 | 1 | x | 4 | 3 | 1 | 2 | -15 | 14 | 0.6 | -4.4
CCCC(=O)c1ccc(N2CCC(C)CC2)c(F)c1 | 7 | x | -4 | 24 | -6 | 8 | -4 | 6 | -1.3 | -0.7
CC(C)S(=O)(=O)c1csc(NC(=O)Nc2ccc(Cl)cc2)c1Cl | -55 | x | 12 | -9 | -5 | 1 | 7 | 3 | 3.1 | -4.6
CCOc1ccc(C(=O)OCC(=O)NCc2ccco2)cc1OCC | 1 | x | 9 | 61 | 3 | 2 | -8 | -2 | 0.8 | -3.1
COc1ccc(S(=O)(=O)N2CCN(c3cccc(C)c3C)CC2)cc1 | -2 | -0.1 | 11 | -20 | -7 | 2 | 2 | -3 | 1.4 | -2.4
CN(/C=C/C(=C\C=[N+](C)c1ccccc1)OCCCS(=O)(=O)[O-])c1ccccc1 | -1 | -5.1 | -85 | 0 | -2 | -1 | 5 | -4 | x | 0.6
Cc1ccc(C(=O)C2CCNCC2)cc1 | -5 | 6.6 | 0 | -7 | -25 | 3 | 6 | 2 | -1.6 | 0.1
CC(C)Sc1nc(N)c2c3c(sc2n1)CN(C)CC3 | 1 | 4.2 | 6 | 28 | -5 | 26 | -19 | 23 | -0.7 | -3.0
COc1ccccc1NC(=S)Nc1ccccn1 | -8 | 0.3 | 0 | 23 | 4 | 1 | 7 | 0 | 2.3 | -5.7
CC(=O)c1cccc(NC(=O)C2Cc3c(-c4ccccc4)ccnc3O2)c1 (stereo not given) | x | -0.8 | x | x | 1 | -2 | 8 | 13 | x | 0.1
COc1ccc(OCC(=O)NC(=S)Nc2ccc(N3CCOCC3)c(Cl)c2)cc1 | -9 | -1.2 | -5 | 22 | 10 | -1 | x | -2 | 2.0 | 0.0
Cc1cccc(Nc2nc(-c3ccc(F)c(C)c3)cs2)n1 | -7 | -0.9 | -1 | -1 | -17 | 1 | -1 | 7 | 2.8 | -0.4
Cn1nc(C(F)(F)F)cc1C(=O)Nc1ccc(-c2ccno2)cc1 | -15 | -0.7 | 6 | -7 | -7 | 3 | 14 | 11 | -0.6 | -1.1
CCOC(=O)C1=C(C)NC(C)=C(C(=O)OCC)C1C(=O)OCC(=O)NCCc1ccc(S(N)(=O)=O)cc1 | 6 | 3.2 | -28 | x | u | 8 | -6 | 14 | -0.3 | -2.8
O=C(c1ccccc1)C(C(=O)N1CCCCC1)n1ccccc1=O (stereo not given) | 1 | x | 10 | 13 | -5 | 2 | 7 | -10 | -1.0 | -2.9
CCCC(=O)N1CCN(c2ccc(NC(=O)c3ccc(N4CCCC4)c([N+](=O)[O-])c3)cc2Cl)CC1 | 0 | -3.2 | 3 | x | 1 | 4 | -5 | 13 | 1.8 | 1.8
C[C@@H]1CN([C@H](C)CO)C(=O)CCCn2cc(nn2)CO[C@H]1CN(C)C(=O)Oc1cccc2ccccc12 | x | -0.8&-2.2 | 4 | x | 2 | 6 | 7 | 10 | x | -0.6
CC1CSC(N(C(=O)c2ccc(S(C)(=O)=O)cc2)c2ccc(Cl)cc2)=N1 (stereo not given) | 11 | -1.0 | -2 | 1 | -6 | -2 | 2 | -2 | -2.3 | -3.8
CC1CN(c2ccc(Cl)nn2)CC(C)O1 (stereo not given) | 7 | x | 14 | 6 | -4 | -3 | 3 | -6 | 2.5 | -4.4
COc1ccc(CCNC(=O)c2cc(C3CC3)on2)cc1OC | 7 | x | 3 | -14 | -6 | 2 | -7 | 3 | 1.7 | -0.3
COc1ccc(S(=O)(=O)N(C)C[C@H]2Oc3c(NS(=O)(=O)c4cn(C)cn4)cccc3C(=O)N([C@H](C)CO)C[C@@H]2C)cc1 | 1 | 0.5 | 4 | x | -5 | -1 | -2 | 5 | -4.4 | -1.2
O=C(Nc1cccc(-c2cn3cccnc3n2)c1)Nc1ccccc1F | -15 | 0.3 | -18 | 20 | 0 | 10 | -21 | 15 | 1.8 | -1.5
Cc1cn(C(=O)c2ccccc2)c(=S)n1-c1ccc(Cl)cc1 | 2 | 0.0 | 3 | 22 | -2 | 0 | 2 | 34* | -2.8 | -2.3
COc1ccc(C)cc1-n1nnnc1SCc1nc2ccccc2s1 | -1 | -1.8 | -7 | 25 | 5 | -2 | 4 | -9 | 1.4 | -3.3
O=C(CCCN1C(=O)c2ccccc2C1=O)Nc1nncs1 | 6 | -0.1 | -4 | 18 | -2 | -3 | 1 | 2 | -5.1 | -2.6
Cc1onc(-c2ccccc2)c1C(=O)N=C(N)c1ccc(Cl)cc1 | -1 | x | 8 | 10 | 12 | -2 | 2 | -1 | 3.9 | 0.5
Cc1ccc(C(C)C)c(OCCCCCN2CCOCC2)c1 | 2 | 0.2 | -9 | 17 | 4 | 3 | -14 | 10 | -1.5 | -2.6
CCOc1ccc(N(CC(=O)NC2CCCCC2)C(=O)CCC(=O)Nc2ccccn2)cc1 | 1 | x | 3 | 27 | 3 | 1 | 12 | -2 | -0.1 | x
CCCOc1ccc(N2C(=O)CC(N3CCC(c4nncn4CC)CC3)C2=O)cc1 (stereo not given) | -5 | -3.0 | 14 | 4 | 1 | 2 | 5 | -2 | -1.1 | -2.3
O=Cc1ccc(OCC(=O)N2CCOCC2)cc1 | 7 | x | 20 | 2 | -1 | -1 | -16 | 0 | 3.0 | -0.1
O=C1c2oc3ccccc3c(=O)c2C(c2cccs2)N1CCCN1CCOCC1 (stereo not given) | -7 | 18 | 4 | 0 | -7 | 1 | 8 | 1 | -0.3 | -3.4
Cn1ncc([N+](=O)[O-])c1C(=O)Nc1ccc(-c2nc3ccccc3o2)cc1 | -2 | x | 4 | 5 | -6 | -3 | 10 | 9 | 1.4 | -3.9
CSc1nc(SCCO)c2sc3nc(-c4ccco4)c4c(c3c2n1)CC(C)(C)OC4 | x | x | 2 | 36 | -15 | 13 | 5 | 21 | x | -4.3
CCc1cc2c(N=Nc3c(O)[nH]c4ccccc34)ncnc2s1 | 0 | x | 39 | -7 | -2 | 1 | 7 | 10 | 3.1 | -3.0
O=C(Nc1ccc2ccccc2c1)c1ccc(Cl)cc1 | -16 | -0.7 | 4 | 18 | 0 | 1 | -6 | 21 | 0.3 | -0.6
CC(=NCCc1c(C)[nH]c2ccc(C)cc12)C1=C(O)CC(c2ccccc2)CC1=O (stereo not given) | 1 | 2.7 | 3 | 10 | 2 | 2 | 10 | 10 | -1.6 | -0.3
Cc1ccc(C(=O)n2c(-c3ccccc3)cnc2SCC(=O)Nc2ccccc2)cc1 | 9 | x | -14 | 18 | -1 | -1 | -15 | -4 | -1.2 | -4.5
CC(=O)Nc1ccc(C2NC(=O)c3ccccc3O2)cc1 (stereo not given) | -8 | 0.9 | 6 | 12 | -10 | 3 | -13 | -6 | 0.2 | -0.6
COc1ccc(CN2C(=O)c3ccccc3C2=O)cc1C(=O)OCC(=O)NC1CCCCC1 | -2 | -0.9 | 7 | 5 | 6 | 2 | -1 | 7 | 0.6 | -3.8

Some of the entries above, reformatted.
| structure | Rv3671c inh | BioA inh | MazF activator | VHR inh abs | BoNT-F LC inh | Mtb FBA inh | CCHF vOTU inh | GDH-TPI inh | UGM FP inh | FadD28 binding |
| --- | --- | --- | --- | --- | --- | --- | --- | --- | --- | --- |
| O=C(CCCN1C(=O)c2ccccc2C1=O)Nc1nncs1 | 6 | -0.1 | -4 | 18 | -2 | -3 | 1 | 2 | -5.1 | -2.6 |
| Cc1onc(-c2ccccc2)c1C(=O)N=C(N)c1ccc(Cl)cc1 | -1 | x | 8 | 10 | 12 | -2 | 2 | -1 | 3.9 | 0.5 |
| Cc1ccc(C(C)C)c(OCCCCCN2CCOCC2)c1 | 2 | 0.2 | -9 | 17 | 4 | 3 | -14 | 10 | -1.5 | -2.6 |
| CCOc1ccc(N(CC(=O)NC2CCCCC2)C(=O)CCC(=O)Nc2ccccn2)cc1 | 1 | x | 3 | 27 | 3 | 1 | 12 | -2 | -0.1 | x |
| CCCOc1ccc(N2C(=O)CC(N3CCC(c4nncn4CC)CC3)C2=O)cc1 (stereo not given) | -5 | -3.0 | 14 | 4 | 1 | 2 | 5 | -2 | -1.1 | -2.3 |
| O=Cc1ccc(OCC(=O)N2CCOCC2)cc1 | 7 | x | 20 | 2 | -1 | -1 | -16 | 0 | 3.0 | -0.1 |
| O=C1c2oc3ccccc3c(=O)c2C(c2cccs2)N1CCCN1CCOCC1 (stereo not given) | -7 | 18 | 4 | 0 | -7 | 1 | 8 | 1 | -0.3 | -3.4 |
| Cn1ncc([N+](=O)[O-])c1C(=O)Nc1ccc(-c2nc3ccccc3o2)cc1 | -2 | x | 4 | 5 | -6 | -3 | 10 | 9 | 1.4 | -3.9 |
| CSc1nc(SCCO)c2sc3nc(-c4ccco4)c4c(c3c2n1)CC(C)(C)OC4 | x | x | 2 | 36 | -15 | 13 | 5 | 21 | x | -4.3 |
| CCc1cc2c(N=Nc3c(O)[nH]c4ccccc34)ncnc2s1 | 0 | x | 39 | -7 | -2 | 1 | 7 | 10 | 3.1 | -3.0 |

Assay outcomes (PubChem)
